Screening results deposited in PubChem by National Center for Advancing Translational Sciences (NCATS).
AmpC inh detg: qHTS Inhibitors of AmpC Beta-Lactamase (assay with detergent); actives 0.041% (n = 370,000); AID 485294, 2010; P00811; Potency, µM (series often up to 114 µM), without a hit: at the top dose activity change, negative = inhibition, hits mostly inhibitors; AmpC hydrolysis of nitrocefin, absorbance 480 nm, 0.01% Triton;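 further: potency means the concentration at half of the fitted maximal effect; 0% = no-compound wells and -100% = no-enzyme wells; nearly all actives have a fitted effect of over 25% in size; some results filed as inactive show a strong effect at the top dose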
Target sequence (P00811 whole entry, looked up): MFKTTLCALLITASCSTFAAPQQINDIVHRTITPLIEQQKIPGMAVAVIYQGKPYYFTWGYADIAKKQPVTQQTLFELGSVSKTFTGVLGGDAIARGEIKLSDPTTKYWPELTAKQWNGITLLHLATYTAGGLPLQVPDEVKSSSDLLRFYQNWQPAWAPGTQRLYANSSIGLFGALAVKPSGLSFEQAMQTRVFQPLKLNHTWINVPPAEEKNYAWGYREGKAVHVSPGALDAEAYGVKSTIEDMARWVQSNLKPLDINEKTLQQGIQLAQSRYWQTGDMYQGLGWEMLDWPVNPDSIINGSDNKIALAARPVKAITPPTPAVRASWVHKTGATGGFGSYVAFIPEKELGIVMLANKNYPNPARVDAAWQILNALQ
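AmpC (5.3 nM in the dispensed reagent) in 20 mM phosphate pH 7.0 with 0.01% (detergent screen) or 0.0001% Triton X-100 was preincubated with compounds for 15 min at room temperature. Nitrocefin was then added from an 800 uM solution, and hydrolysis was followed at 480 nm.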
LmPK inhibitor: qHTS Assay for Inhibitors of Leishmania Mexicana Pyruvate Kinase (LmPK) | Q27686 | purified LmPK, Kinase-Glo ATP luminescence, 1 h | Potency, µM (series often up to 57.5 µM), inactives show top-dose activity change, negative = inhibition, hits mostly inhibitors | actives 0.37% (n = 290,000); further: potency means the concentration at half of the fitted maximal effect
Target sequence (Q27686 whole entry, looked up): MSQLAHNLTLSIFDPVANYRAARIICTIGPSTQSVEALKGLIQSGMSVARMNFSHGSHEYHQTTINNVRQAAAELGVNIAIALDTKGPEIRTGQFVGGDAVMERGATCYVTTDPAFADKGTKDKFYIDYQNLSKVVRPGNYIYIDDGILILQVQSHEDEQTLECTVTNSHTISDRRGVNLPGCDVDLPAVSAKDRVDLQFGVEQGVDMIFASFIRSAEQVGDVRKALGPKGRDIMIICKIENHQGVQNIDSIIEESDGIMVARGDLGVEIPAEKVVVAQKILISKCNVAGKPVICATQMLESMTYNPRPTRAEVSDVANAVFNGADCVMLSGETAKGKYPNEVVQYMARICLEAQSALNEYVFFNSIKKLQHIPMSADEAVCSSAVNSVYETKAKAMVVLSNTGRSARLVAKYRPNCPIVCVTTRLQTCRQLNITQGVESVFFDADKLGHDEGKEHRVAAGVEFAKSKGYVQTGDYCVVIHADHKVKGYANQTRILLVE
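ATP generated from ADP (0.1 mM) and PEP (0.5 mM) by 0.1 nM LmPK over 1 h at room temperature (pH 7.2 imidazole buffer) was detected by coupled luciferase luminescence. Values were normalized to uninhibited and no-enzyme wells.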
HCMV inh: qHTS Assay for inhibitors of the human cytomegalovirus (HCMV); HFF cells, HCMV-luciferase reporter, 72 h; hits give low values; activity change, negative = inhibition, % at 57.5 µM; actives 4.5% (n = 410,000); AID 1259415, 2018; in the data active means activity change below about -60%; inconclusive means no clear call, values can overlap the other calls; inactive means above about -39%
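Two-dose cell screen: HFF monolayers treated with compounds and infected with luciferase-expressing HCMV at 1 PFU/cell, 72 h at 37C, then lysed for luciferase measurement.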
AmpC inh no detg: qHTS Inhibitors of AmpC Beta-Lactamase (assay without detergent); P00811; AmpC nitrocefin hydrolysis, absorbance 480 nm, 0.0001% Triton; Potency, µM (highest dose often 57.1 µM), without a hit: at the highest dose activity change, negative = inhibition, most hits filed as inhibitors; actives 0.52% (n = 330,000);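 further: potency means the concentration at half of the fitted maximal effect; plate controls were no compound for no effect and no enzyme for full effect; nearly all actives have a fitted effect of over 20% in size; some results filed as inactive show a strong effect at the top dose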
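20 mM phosphate pH 7.0 + 0.01% (detergent screen) or 0.0001% Triton X-100; 5.3 nM AmpC reagent; cpd preinc 15 min RT; nitrocefin (800 uM stock) to start; A480 q20 s × 4 min; Activity was normalised to no-enzyme and no-compound control wells.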
AMA1 RON2 block: qHTS for Inhibitors of AMA1-RON; Towards Development of Antimalarial Drug Lead: Primary Screen; Plasmodium falciparum AMA1 (3D7) - RON2 peptide interaction; AlphaScreen AMA1-biotinylated RON2 peptide binding; Potency, µM (highest dose often 58.2 µM), for the others: top-dose activity change, negative = inhibition, actives largely listed as inhibitors; actives 0.2% (n = 360,000); AID 720542, 2013;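 further: potency means the concentration at half of the fitted maximal effect; 0% = vehicle wells and -100% = peptide control; nearly all actives have a fitted effect of over 45% in size; some results filed as inactive show a strong effect at the top dose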
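AMA1 (3D7) with his tag at 25 nM final met compounds first, then biotinylated RON2 peptide at 25 nM; detection used donor plus acceptor beads, 10 µg/mL apiece, read by AlphaScreen after 30 min at room temperature.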
HCV inhibitor: qHTS Assay for Inhibitors of Hepatitis C Virus (HCV); Huh7.5.1 HCVcc-Cre infection, luciferase reporter, 44 h; Potency, µM (doses to about 41.8 µM), for inactives: at the top dose activity change, negative = inhibition, actives largely listed as inhibitors; actives 3.4% (n = 340,000); further: potency means the concentration at half of the fitted maximal effect
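After 44 h co-culture of compound, cells and HCVcc-Cre (~0.5 moi), substrate is added for 15 min at room temperature and luciferase measured over 15 sec. Cells were seeded at 1,000/well and pre-cultured 4 h.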
Tb PYK inh: qHTS of Trypanosoma Brucei Inhibitors; pyruvate kinase (Trypanosoma brucei), Q57TT1; TbPYK enzyme, Kinase-Glo Plus ATP luminescence, 45 min; Potency, µM (series often up to 76.8 µM), inactives show top-dose activity, negative = inhibition, hits mostly inhibitors; actives 0.12% (n = 410,000); AID 624173, 2012; further: potency means the concentration at half of the fitted maximal effect; nearly all actives have a fitted effect of over 50% in size
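Glycolytic pyruvate kinase of T. brucei was incubated with substrate, test compound and 130 uM ADP for 45 minutes at room temperature. Luminescent Kinase-Glo Plus signal was measured after 10 minutes.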
Active calls of the source: *; u = inconclusive; x = no result given; & = joins results of further samples; [ ] = another dose, or the depositor's remark. Unless noted, the call rests on the fitted dose curve; in most records, active means well fitted curve in the direction sought with a large enough effect; inconclusive means small, poorly fitted or top-dose-only effect, or another doubt; inactive means no such curve, though single readings can be large; an effect the other way counts as inactive or inconclusive. Unless noted, on the % scale 0 is the no-effect control and ±100 the full control effect.

SMILES	AmpC inh detg	LmPK inhibitor	HCMV inh	AmpC inh no detg	AMA1 RON2 block	HCV inhibitor	Tb PYK inh
O=C1[C@H]2[C@@H](c3ccc(F)cc3)N3C(=O)N(c4cccc(Cl)c4)C(=O)[C@@]3(Cc3ccccc3)[C@H]2C(=O)N1C1CCCCC1	-12%	x	-5	-1%	1%	-21%	2%
COc1ccccc1C1NC(=O)c2ccccc2O1 (stereo not drawn)	u	2%	-12	-22%	-3%	0%	7%
Cn1cccc1/C=C1/C(=O)NC(=O)N(Cc2ccc(F)cc2)C1=O	6%	-3%	-31	-31%	-23%	8%	-5%
Clc1ccc(C2=Nn3c(nnc3-c3n[nH]c4c3CCC4)SC2)cc1	u	4%	29	-13%	-5%	u	-10%
CC(=O)c1cccc(NC(=O)CSc2nnc(C(C)N(C)C)n2-c2ccc(F)cc2)c1 (stereo not drawn)	-11%	-1%	3	34%	6%	8%	-7%
COc1cc(C(=O)NCC(=O)NNC(=O)C2COc3ccccc3O2)cc(OC)c1OC (stereo not drawn)	u	x	2	-3%	84%[activator]	4%	3%
CCN(CC)CCn1c2c(c(SCC(=O)Nc3cccc4ccccc34)nc1=O)CCC2	0%	x	-6	54%	-18%	-11%	5%
O=C(Nc1ccc(O)cc1C(=O)O)c1cccc(Br)c1	-9%	-7%	30	-8%	u	31%[activator]	-6%
OC(CC#CCN1CCCC1)(c1ccccc1)c1ccccc1	-2%	-1%	14	1%	-29%	6%	-6%
COCCn1c(SCC(=O)N2CCCC2)nnc1-c1ccoc1C	-15%	-1%	-8	-8%	0%	23%	2%
CS(=O)(=O)N(CC(=O)N1CCc2ccccc2C1)Cc1ccc(F)cc1	-18%	-3%	-20	66%	-1%	-6%	0%
Cc1ccc(N2C(=O)C(CN(C)C)C2c2ccccc2)cc1 (stereo not drawn)	2%	-5%	-20	3%	-3%	-5%	6%
CNC(=O)CC1C(=O)N(c2ccc(OC)cc2)C(=S)N1NC(=O)c1cccc(F)c1 (stereo not drawn)	6%	-6%	-31	-2%	62%[activator]	12%	-10%
Cc1ccc(-n2nc(C)c3c(C)cc(=O)[nH]c32)cc1	0%	1%	105	-9%	-2%	19%	7%
COc1ccc(S(=O)(=O)N2CCCC2CNC(=O)C(=O)NCc2ccccc2Cl)cc1 (stereo not drawn)	-18%	x	-19	28µM*	-6%	u	-20%
CCOC(=O)c1c(C)n(OC)c2ccc3c(no[n+]3[O-])c12	u	0%	0	-12%	0%	u	-16%
CC(=O)N1c2ccc(S(=O)(=O)N3CCCCC3)cc2CC1C(=O)NCc1ccc(N(C)C)cc1 (stereo not drawn)	8%	0%	-31	116%[activator]	-4%	-4%	-2%
COc1ccccc1N(Cc1cc2cccc(C)c2[nH]c1=O)C(=O)c1cccc(Cl)c1	-10%	x	3	x	x	x	-9%
C#CCOCCOCCOCCNc1nc(N2CCOCC2)nc(N2CCN(C(=O)[C@H](CCCCN)n3cc([C@@H](N)C(C)CC)nn3)CC2)n1 (stereo partly drawn)	9%	-1%	13	114%[activator]	3%	13%	1%
O=C1NC(=S)N/C1=C/c1cccnc1	2%	2%	-63*	-5%	-4%	0%	-6%
COC(=O)N/N=C/c1c(C)c(C(=O)c2ccc(F)cc2)n2ccccc12	-3%	4%	-25	-25%	7%	u	-6%
CCCCN1/C(=C/c2cccc[n+]2C)Sc2cc(NC(C)=O)ccc21	5%	0%	4	-22%	-6%	-7%	-4%
CNC(=O)C1CCC(Cn2c(=O)c3sccc3n(CC(=O)Nc3ccccc3)c2=O)CC1 (stereo not drawn)	4%	x	3	x	x	x	0%
COc1cc(C)ccc1OCCCOc1c(Cl)cccc1Cl	-1%	-2%	-40	-16%	53%[activator]	0%	-7%

Given with bars between the fields: two of the compounds above.
SMILES | AmpC inh detg | LmPK inhibitor | HCMV inh | AmpC inh no detg | AMA1 RON2 block | HCV inhibitor | Tb PYK inh
Cc1ccc(-n2nc(C)c3c(C)cc(=O)[nH]c32)cc1 | 0% | 1% | 105 | -9% | -2% | 19% | 7%
COc1ccc(S(=O)(=O)N2CCCC2CNC(=O)C(=O)NCc2ccccc2Cl)cc1 (stereo not drawn) | -18% | x | -19 | 28µM* | -6% | u | -20%

More structures
SMILES	AmpC inh detg	LmPK inhibitor	HCMV inh	AmpC inh no detg	AMA1 RON2 block	HCV inhibitor	Tb PYK inh
COc1ccc(C(=O)/C=C2/c3ccccc3CC(C)(C)N2C)cc1	-7%	-1%	6	141%[activator]	-17%	x	-9%
CCc1nnc(NC(=O)CSc2ncc(-c3ccccc3)n2CC)s1	-3%	0%	-1	-9%	0%	-2%	1%
COc1ccc(Cl)cc1C(=O)OCC(=O)N(C)CC(=O)Nc1ccc(F)cc1	u	x	-14	20%	0%	5%	2%
O=C(COc1ccc2c(c1)OCO2)Nc1cccc(F)c1	u	-1%	23	-15%	-14%	18%	-5%
COc1ccc(-n2c(/C=C/c3cccc(C(F)(F)F)c3)nc3ccccc3c2=O)cc1Cl	0%	x	24	x	x	x	1%
Cc1[nH]n2c(=O)c3c(nc2c1-c1ccc(Cl)cc1)CCC3	-8%	-10%	x	-44%	0%	8%	-4%
Cn1c(=O)[nH]c(=O)c2c1nc1n2CCN1Cc1ccccc1	-1%	-3%	13	-7%	-2%	u	-1%
Cc1cc(NC(=O)c2ccccc2)no1	-12%	1%	-24	-16%	1%	25%	0%
O=S(=O)(NCC(c1cccnc1)N1CCN(c2ccccc2)CC1)c1cccs1 (stereo not drawn)	-1%	5%	-34	34%	-4%	-22%	-6%
COc1nc(N)nc2nc[nH]c12	-7%	-8%	20	-20%	0%	-7%	3%
CC1CC(OCC(O)CN2CCCCC2C)CC(C)(C)C1 (stereo not drawn)	-15%	-3%	-37	6%	-8%	u	8%
N#Cc1c[nH]n2c(=O)cc(Cc3ccccc3)nc12	-15%	-1%	u	2%	0%	-4%	1%
COc1ccc(N2CCN(c3csc4ccc(Cl)cc4c3=O)CC2)cc1	18%	x	4	x	x	x	3%
CCC1CCCCN1C(=O)CSc1nc2c(c(=O)n1C)SC(C)C2 (stereo not drawn)	u	-1%	-8	1%	-14%	-1%	2%
CCCCn1cc(S(=O)(=O)c2ccccc2)c(=O)c2cc(C)ccc21	-1%	5%	-29	-10%	-2%	-24%	6%
CC(C)NC(=O)N1Cc2cc(C(=O)NC3CCCC3)nc(-c3cccc(-c4cccnc4)c3)c2[C@@H]1CCO	x	x	-18	x	-9%	x	-4%
O=S(=O)(NCc1ccccc1)c1cnc[nH]1	u	-1%	-2	-6%	14%	4%	2%
Oc1ccccc1C1=NOC(O)(C(F)F)C1 (stereo not drawn)	0%	3%	21	-17%	27%	12%	-1%
O=C(CCc1ccccc1)N=C1SC2CS(=O)(=O)CC2N1c1cccc(F)c1 (stereo not drawn)	-3%	0%	-5	97%[activator]	13%	4%	3%
Nc1c(Cl)ncnc1NCCO	-12%&-3%	-3%&0%	-19	-14%&-9%	3%	16%	5%
C/C(=N\NC(=O)c1c(Cl)c(C)nn1C)c1cccc(NC(=O)C2CCCC2)c1	5%	2%	5	95%[activator]	18%	u	0%
COc1ccc(-n2c(SCC(=O)C(C)(C)C)nc3ccsc3c2=O)cc1	1%	-4%	-31	-20%	-15%	-15%	7%
O=C1CC(c2ccco2)Cc2c1cnn2-c1nc2ccccc2s1 (stereo not drawn)	-10%	-1%	u	-23%	6%	-1%	-3%
CCn1c(SCC(=O)Nc2ccc(OC)c(OC)c2)nc2c(c1=O)SCC2	-2%	-8%	15	13%	-10%	-10%	0%
Cc1ccc(CSc2ncnc3c2cnn3-c2ccc(C)cc2)cc1	u	-1%	1	-8%	15%	6%	-5%
CN(C(=O)COC(=O)c1cc2c(s1)CCCCC2)c1ccccc1	u	x	-39	10%	-14%	-5%	3%
CC(C)Sc1nnc([C@@H](N)Cc2ccccc2)o1	-8%	6%	-18	1%	21%	14%	-2%
CC1Cc2cccc3c(O)c(C(=O)c4nn[nH]n4)c(=O)n1c23 (stereo not drawn)	3%	-5%	8	-10%	-24%	2%	3%
O=[N+]([O-])c1ccc(-n2cnc3ccccc32)c([N+](=O)[O-])c1	u	19%	u	-22%	-5%	u	-1%
Cc1ccc2nc(C(C)(C)C)c(Cc3ccsc3)n2c1	x	x	14	x	u	x	-5%
CCN1C(=NCc2ccc(OC)cc2)N[C@@H](c2ccccc2)[C@H](C(=O)OC)[C@H]1C	u	-8%	19	-4%&4%	-1%	10%	-10%
Cc1cc(C)c(Cn2c(=O)n(-c3ccccc3Cl)c(=O)c3c(C)c(C(=O)N(C)C)sc32)c(C)c1	5%	x	14	x	x	x	2%
COc1cc(NS(=O)(=O)c2ccc(NC(=S)NC(=O)c3sc4cc(F)ccc4c3Cl)cc2)nc(OC)n1	-4%	4%	-23	-20%	-12%	6%	1%
CC1Cc2cc(/C=C3/SC(N4CCC(C(N)=O)CC4)=NC3=O)ccc2O1 (stereo not drawn)	6%	-4%	15	76%[activator]	-8%	7%	-2%
Cc1ccc(NC(=O)C(=O)NCC(c2cccnc2)N2CCN(C)CC2)cc1C (stereo not drawn)	-6%	x	-23	x	x	x	3%
NC(=S)N/N=C/c1ccccc1	-2%	0%	-36	-11%	45%[activator]	2%	0%
Cc1cccc(N2CCN(C(=O)Cn3cccc3)CC2)c1C	-17%	4%	3	-7%	-1%	-22%	-1%
CCCCC#Cc1cncc(C(=O)NN)c1	5%	-8%	2	-31%	116%[activator]	10%	-5%
COCCOC(=O)C1=C(C)NC(=O)NC1c1cn(-c2ccccc2)nc1-c1cccs1 (stereo not drawn)	-8%	0%	-1	9%	-1%	-1%	-7%
CCOc1ccc(NC(=O)Cn2c(=O)n(Cc3ccc4c(c3)OCO4)c(=O)c3ccc(C(=O)NC4CCCCC4)cc32)cc1	2%	x	0	x	x	x	4%
O=C(NCc1ccc(F)cc1)c1cc(C2CCCCN2C(=O)c2ccc3c(c2)CCO3)on1 (stereo not drawn)	x	x	-2	x	-8%	x	-16%

Molecules from the list above that contain a tert-butyl group:
SMILES	AmpC inh detg	LmPK inhibitor	HCMV inh	AmpC inh no detg	AMA1 RON2 block	HCV inhibitor	Tb PYK inh
COc1ccc(-n2c(SCC(=O)C(C)(C)C)nc3ccsc3c2=O)cc1	1%	-4%	-31	-20%	-15%	-15%	7%
Cc1ccc2nc(C(C)(C)C)c(Cc3ccsc3)n2c1	x	x	14	x	u	x	-5%

Rows are unselected (roughly 7.5% active in at least one column).
